Assay outcomes: PubChem BioAssay, Sanford-Burnham Center for Chemical Genomics
APOBEC3A inh = human APOBEC3A DNA deaminase inhibition | 330,000 compounds, 0.41% hits | inhibition, % at 20 µM | P31941 | recombinant A3A, FAM/TAMRA ssDNA deamination fluorescence;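 active = at least 40% inhibition at 20 µM here, with at most 30% in a related deaminase screen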;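 note: plate controls were A3A with DMSO for no effect and wells lacking A3A enzyme for full effect; some results filed as inactive read as strong as hits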
hIAP inh = blocks human intestinal alkaline phosphatase; P09923; purified IAP, CDP-Star luminescence, 30 min; inhibition, % at 10 µM; 330,000 compounds, 0.12% hits;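 active = inhibition reaching a set limit with compound at 10 µM in the primary screen, cut at about 35% in these data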;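 note: plate controls were DMSO wells with enzyme for no effect and no-enzyme buffer wells for full effect; values of inactives mirror those of a sister screen read the other way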
mIAP act = mouse IAP activation | activation factor at 10 µM | muIAP, CDP-Star luminescence, 30 min; hits give high values; 1 = vehicle-only enzyme signal, 0 = enzyme-free wells | 330,000 compounds, 0.24% hits;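 active = activation factor of at least 2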; note: the source names both 10 and 20 µM as test concentration; values of inactives mirror those of a sister screen read the other way
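Assay system: mouse IAP enzyme; reagent: chemiluminescent substrate CDP-Star; dosing: test compounds delivered from DMSO solution; schedule: 30 min at room temperature; measured by: luminescence from enzymatic CDP-Star hydrolysis; controls: DMSO-only wells and no-enzyme negative control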
MPTP block = blocks calcium-induced mitochondrial swelling; isolated mouse mitochondria, Ca2+ swelling absorbance, 30 min; inhibition, % at 10 µM; 360,000 compounds, 1.4% hits;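 active = inhibition of 50% or more, scaled per plate between neutral and stimulator controls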;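 note: 0% = DMSO wells given calcium and 100% = 1 mM EGTA wells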
A3G deaminase = APOBEC3G (human) deaminase inhibition. inhibition, % at 20 µM. Q9HC16. recombinant A3G, ssDNA deamination FAM/TAMRA fluorescence. 330,000 compounds, 0.28% hits;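 active = inhibition of at least 40% at 20 µM, with no more than 30% in the related APOBEC3A deaminase screen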;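 note: plate controls were DMSO wells with A3G for no effect and wells lacking A3G enzyme for full effect; some compounds called inactive have numbers as strong as hits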
Target sequence (Q9HC16 whole entry, looked up): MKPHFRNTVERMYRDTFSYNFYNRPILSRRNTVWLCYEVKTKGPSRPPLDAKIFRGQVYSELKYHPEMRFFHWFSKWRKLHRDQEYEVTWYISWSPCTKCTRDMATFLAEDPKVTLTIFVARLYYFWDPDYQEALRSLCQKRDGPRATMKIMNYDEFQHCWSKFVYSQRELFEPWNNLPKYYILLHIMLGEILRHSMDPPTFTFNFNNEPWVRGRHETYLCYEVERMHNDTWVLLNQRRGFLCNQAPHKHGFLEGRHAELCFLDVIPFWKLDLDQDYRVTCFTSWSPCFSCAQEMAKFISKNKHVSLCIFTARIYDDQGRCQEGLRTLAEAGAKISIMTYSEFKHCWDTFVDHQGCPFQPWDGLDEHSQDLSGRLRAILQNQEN
hIAP act = increases human intestinal alkaline phosphatase activity; AID 2524; P09923; activation factor at 10 µM; 330,000 compounds, 0.16% hits; purified human IAP, CDP-Star luminescence, 30 min; hits give high values; 1 = vehicle-only enzyme, 0 = enzyme-free background;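 active = activation factor of the enzyme at least 2-fold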; note: the source names both 10 and 20 µM as test concentration; values of inactives mirror those of a sister screen read the other way
beta cell repl = MIN6 beta-cell proliferation induction; MIN6 cells proliferation, ATPlite luminescence, 48 h; cells starved in 0.2% serum; 100% = growth in 10% serum; proliferation, % at 10 µM; 330,000 compounds, 0.29% hits;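 active = compounds whose signal lies at least 3.5 SD above the mean of all wells on their plate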;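 note: 0% = DMSO-treated cells in low-serum medium and 100% = 10% serum control; some compounds called inactive have numbers as strong as hits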
ATG4B inh = inhibitors of human ATG4B cysteine protease; AID 504462; Q9Y4P1; 340,000 compounds, 0.51% hits; inhibition, % at 8.33 µM; ATG4B cleavage of LC3-PLA2, NBD-HPC fluorescence, 1 h; in the data active = inhibition above about 40%
Target sequence (Q9Y4P1 whole entry, looked up): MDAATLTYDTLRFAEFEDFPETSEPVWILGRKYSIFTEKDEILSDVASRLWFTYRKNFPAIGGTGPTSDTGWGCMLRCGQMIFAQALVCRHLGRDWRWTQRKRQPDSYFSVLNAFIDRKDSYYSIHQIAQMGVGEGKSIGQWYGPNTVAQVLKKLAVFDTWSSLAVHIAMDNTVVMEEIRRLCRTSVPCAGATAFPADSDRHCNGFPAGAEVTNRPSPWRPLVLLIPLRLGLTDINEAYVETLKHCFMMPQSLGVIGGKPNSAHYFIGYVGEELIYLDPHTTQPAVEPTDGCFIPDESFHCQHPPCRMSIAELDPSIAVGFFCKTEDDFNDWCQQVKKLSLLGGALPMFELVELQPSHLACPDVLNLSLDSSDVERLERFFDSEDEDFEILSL
mIAP inh = mouse IAP inhibition. AID 2806. purified mouse IAP, CDP-Star luminescence, 30 min. 330,000 compounds, 0.2% hits. inhibition, % at 10 µM;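 active = inhibition of at least 40% at 10 µM in the primary screen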;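 note: plate controls were DMSO with enzyme for no effect and no enzyme wells for full effect; values of inactives mirror those of a sister screen read the other way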
* marks the source's active call; other numbers are inactive results; . = no result given.

canonical_smiles	APOBEC3A inh	hIAP inh	mIAP act	MPTP block	A3G deaminase	hIAP act	beta cell repl	ATG4B inh	mIAP inh
O=C(O)c1ncn(Cc2ccc(Br)cc2)c1C(=O)O	1	8	1	-0.2	-4	0.92	2	7	0
CC(C)(C)C1CCc2onc(C(=O)NCc3ccc(F)cc3)c2C1 (stereo not given)	9	-2	0.7	-0.4	1	1	-5	1	30
Cc1ccc(S(=O)(=O)c2c(C)cc(C)nc2Oc2cccc(C)c2C)cc1	2	14	0.98	0.2	0	0.86	-3	-2	2
Cc1ccccc1N=C(N)Nc1ccccc1C	4	13	1	-1.4	3	0.87	1	6	-1
CCOc1ccc(Oc2ccc(C(F)(F)F)cc2NC(=O)C2=COCCO2)cc1	0	8	0.97	-1.5	-7	0.92	-6	0	3
Cc1ccccc1NC(=O)Cc1nc(COC(=O)CSc2ccccc2)cs1	0	-24	0.94	0.1	-6	1.2	-1	0	6
O=C(Cc1cccs1)NCCN1CCOCC1	-5	-12	1.1	0.2	-8	1.1	-3	0	-8
Cc1ccc(C)c(S(=O)(=O)N2CCCOC2CNC(=O)C(=O)NCc2ccccc2)c1 (stereo not given)	-1	2	0.95	-0.3	-8	0.98	-2	-5	4
COc1ccc(CN(C)CC(=O)Nc2cccc3ccccc23)cc1F	-1	-2	0.97	1.5	-5	1	1	-11	3
CCOc1ccccc1NC(=O)N1CCCC(c2nc(-c3ccc(C)o3)no2)C1 (stereo not given)	0	-29	0.97	3.3	-4	1.3	0	-10	3
Cc1ccc(COc2ccc(/C=N/O)cc2)cc1	-2	1	0.95	-0.2	-6	0.99	0	7	5
CN(C)CCn1c2c(c(SCC(=O)Nc3nccs3)nc1=O)CCCC2	-3	3	0.88	-2.4	-7	0.97	5	2	12
Cc1ccc(NC(=O)CCC(=O)OCC(=O)c2ccc(Oc3ccc([N+](=O)[O-])cc3)cc2)cc1	-2	6	0.95	11	-3	0.94	-3	-4	5
CC(=O)Nc1sc(N/N=C\c2ccco2)nc1-c1cccs1	-3	6	0.63	-0.7	-6	0.94	1	-4	37
C=CCNC(=S)NNc1nc(N2CCCC2)nc(N2CCCC2)n1	-4	-91	1	0.5	-8	1.9	-1	-1	0

Next results follow.
canonical_smiles	APOBEC3A inh	hIAP inh	mIAP act	MPTP block	A3G deaminase	hIAP act	beta cell repl	ATG4B inh	mIAP inh
O=C(NCCCCO)c1ccc2c3c(cccc13)CC2	1	-3	1	1.1	-4	1	-4	2	-2
O=C(CCn1ccnc1)Nc1ccc2ccccc2c1	5	-6	0.98	5.8	-2	1.1	-1	2	2
CC(=O)Nc1ccc(S(=O)(=O)N2CCC(C(=O)NCc3cccnc3)CC2)cc1	-1	3	1	-2.7	-3	0.97	0	12	-1
CN1C(=O)N(CC(=O)NCc2ccc(Cl)cc2Cl)C(=O)C12CCCCC2	15	-1	1.1	0.0	-2	1	-1	-10	-7
O=C(Cc1ccc([N+](=O)[O-])cc1)Nc1cccc(C(F)(F)F)c1	2	-21	1.1	81*	-5	1.2	-2	-5	-5
CCOC(=O)C1CCN(S(=O)(=O)c2ccc3c(c2)CC(=O)N3)CC1	-5	-14	1	-1.8	-11	1.1	6	1	0
Cc1ccc(C(=O)OCC(=O)c2ccc(CC(=O)N3CCOCC3)s2)c(C)c1	20	-18	0.93	-3.0	13	1.2	-3	8	7
CC1CCN(S(=O)(=O)c2cn(CC(=O)Nc3ccc(C#N)cc3)cn2)CC1	-3	-32	0.97	0.6	-4	1.3	-2	-9	3
CCC(C)(C)n1nnnc1C(C(C)C)N1CCN(C)CC1 (stereo not given)	-1	16	1.1	0.4	-6	0.84	3	-1	-7
Cc1ccc(S(=O)(=O)c2ccc(Cl)cc2)cc1S(=O)(=O)N1CCN(C)CC1	1	17	0.91	-1.9	-4	0.83	2	-7	10
COc1ccc2c(c1)CCCC21NC(=O)N(CC(=O)N2CC(C)OC(C)C2)C1=O (stereo not given)	3	-5	0.99	0.3	-1	1.1	-1	6	1
CCC(CC)C(=O)NCCc1ccc(F)cc1	0	8	0.84	0.4	-2	0.93	0	0	16
FC(F)(F)c1ccnc(Oc2ccc(C3=NCCS3)cc2)c1	-4	10	0.98	1.3	-11	0.9	1	12	2
COc1ccccc1NC(=O)CSC1CC(=O)N(c2ccc3c(c2)OCO3)C1=O (stereo not given)	-2	-8	0.81	3.0	-5	1.1	-2	-10	19
COC(=O)CSc1[nH]c2ccc(F)cc2c1[N+](=O)[O-]	-8	-9	1.1	0.8	0	1.1	-4	2	-10

(further entries)
canonical_smiles	APOBEC3A inh	hIAP inh	mIAP act	MPTP block	A3G deaminase	hIAP act	beta cell repl	ATG4B inh	mIAP inh
O=C(NCc1cccnc1)c1ccccc1NC(=O)c1c(F)cccc1F	2	4	1.1	-0.7	1	0.96	-2	1	-7
CN(C(=O)c1ccccc1OCc1ccc(Cl)cc1)c1ccccc1	1	8	1	-0.9	-5	0.92	-5	2	-2
COc1ccc(C(=O)NC(C)CCc2ccccc2)cc1[N+](=O)[O-] (stereo not given)	-1	-1	0.92	1.7	-8	1	0	-7	8
CC(C)C(=O)N1CCN(c2ccccc2NC(=O)c2cccc(Cl)c2)CC1	-1	7	1	-0.7	-1	0.93	-1	-10	0
O=S(=O)(c1ccc(F)cc1)n1ccc(-c2cccc(OCc3ccc(Cl)cc3Cl)c2)n1	2	6	1	2.3	0	0.94	-6	-1	-2
COc1ccccc1OCC(=O)NCCCN1CCOCC1	-1	0	0.92	-3.1	-6	1	4	-1	8
O=C(CN1C(=O)CSc2ccc(C(F)(F)F)cc21)Nc1ccccc1	2	-6	1.2	3.3	2	1.1	-1	1	-16
CC1Cn2c(nc3sc4c(c3c2=O)CCC4)N1CCO (stereo not given)	0	3	0.97	1.0	-4	0.97	0	-17	3
COc1ccc(Cc2nnc(NC(=O)Nc3ccccc3OC)s2)cc1	-3	6	0.96	0.4	-9	0.94	-2	-9	4
CNc1c(NS(=O)(=O)c2ccc(OC)cc2)c(=O)oc2ccccc12	-3	-8	0.93	-0.5	-11	1.1	4	-4	7
OC(COCc1ccccc1)CN1CCc2ccccc2C1 (stereo not given)	6	-1	1	1.0	-1	1	0	-7	-1
Cc1cccc(N(C(=O)CCC(=O)Nc2nccs2)C(C(=O)NC(C)(C)C)c2ccc(O)cc2)c1 (stereo not given)	0	7	1	-0.4	-3	0.93	-4	-10	-4
CCn1c(SCc2ccc(C(=O)OC)o2)nc2sc3c(c2c1=O)CCCC3	1	7	0.95	4.7	-1	0.93	-3	16	5
COc1ccc(OC)c(N(CC(=O)NC2CC3CCC2C3)S(=O)(=O)c2ccccc2)c1 (stereo not given)	0	1	0.91	-0.5	-5	0.99	-6	-7	9
O=S(=O)(c1cccs1)N1CCc2ccccc2C1	2	13	0.96	-4.4	1	0.87	1	-7	4

Next part.
canonical_smiles	APOBEC3A inh	hIAP inh	mIAP act	MPTP block	A3G deaminase	hIAP act	beta cell repl	ATG4B inh	mIAP inh
COc1ccc(C(CC(=O)O)NC(=O)Cc2ccccc2)cc1 (stereo not given)	-4	-29	1	2.0	-3	1.3	-1	1	0
Cc1cccc(NC(=O)CN2C(=O)S/C(=C\C(=O)Nc3ccc(Cl)cc3)C2=O)c1	-3	5	0.89	-0.4	-5	0.95	-1	-8	11
CCOc1ncccc1C(=O)OCC(=O)Nc1ccc(Cl)cn1	-1	-12	0.99	-0.5	-5	1.1	1	-1	1
CCN=C1S/C(=C\c2cc(Br)ccc2OCC(=O)OCC)C(=O)N1CC	5	-4	1	-0.1	1	1	0	-8	-2
C=CCC1(CC=C)CCCN1C(=O)c1cc(COc2cccc(C(F)(F)F)c2)on1	-2	12	0.92	2.3	-1	0.88	-7	19	8
O=C(O)/C(=C\C(=O)c1ccccc1)Nc1ccccc1	-5	-1	1	.	-8	1	0	.	0
O=C(N/C(=C\c1cccnc1)C(=O)N1CCOCC1)c1ccco1	-2	2	0.85	0.4	-8	0.98	0	1	14
C=C(C)Cn1c(NCCC)nc2c1c(=O)n(C)c(=O)n2C	-2	8	1.1	-1.4	-3	0.92	1	-3	-8
Cc1cc(C)c(-c2cc(NC(=O)COC(=O)c3ccc(C#N)cc3)n(-c3ccccc3)n2)cc1C	-2	-37	1.1	5.1	-8	1.4	-1	-10	-8
CC(C)(C)C(=O)Cn1ncc(N2CCOCC2)c(Cl)c1=O	-7	6	1	-1.3	-11	0.94	-2	2	-4
COC(=O)c1c(C)nn(-c2ccccc2)c1N	-3	-4	0.98	-3.1	-13	1	-3	-5	2
CC(=O)Nc1ccc(NC(=O)C(C)OC(=O)CSc2ccc(Br)cc2C)cc1 (stereo not given)	-2	-8	0.95	-0.3	-7	1.1	0	-13	5
Cc1ccccc1N1C(=O)c2cc(S(N)(=O)=O)c(Cl)cc2NC1C (stereo not given)	-2	-7	0.98	-2.6	-5	1.1	-1	-3	2
CC(C)CC(NC(=O)c1cccs1)c1nnc(SCc2ccc(Cl)c(Cl)c2)n1C (stereo not given)	-2	-1	1	2.3	-2	1	-1	-5	0
O=C(O)C[C@H]1c2cc(F)ccc2S(=O)(=O)N1Cc1ccccc1	-1	-7	1.1	-0.7	-3	1.1	-3	10	-10
c1ccc(C2=NN(c3ccccc3)CC2)cc1	-4	-26	1.7	0.6	-5	1.3	-3	-5	-70
O=C(COc1ccc2ccccc2c1)NCCn1ccc2ccccc21	-2	16	1.2	-0.6	-3	0.84	-5	-1	-16
COc1ccc(S(=O)(=O)N2CCN(C(=O)c3cc(C4CC4)nn3-c3ccccc3)CC2)cc1OC	-1	4	0.96	0.1	-6	0.96	-5	5	4

Single values from the list:
Under MPTP block, `CCOc1ncccc1C(=O)OCC(=O)Nc1ccc(Cl)cn1` has -0.5
Under beta cell repl, `COc1ccc(S(=O)(=O)N2CCN(C(=O)c3cc(C4CC4)nn3-c3ccccc3)CC2)cc1OC` has -5
